Autophagy HCS = alters autophagy in cells; MEF GFP-LC3 puncta imaging; test concentration mostly 10 µM; calls only at 10 µM (by protocol); actives 0.98% (n = 190,000); AID 463193;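 active = percentage of spot-positive cells more than 3 SD above its plate mean, without a fluorescence outlier flag or 80% toxicity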;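 also: spot-positive cell cutoff set from DMSO-treated cells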
MT stabilizer = microtubule stabilizers in HeLa cells; actives 0.83% (n = 200,000); % tubulin-high responders, % at 10 µM; HeLa tubulin immunostaining HCS, 24 h; share of cells brighter than vehicle mean+2SD;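 active = plate Z-score above 3 for both tubulin-high and condensed-nucleus cell shares, with cell loss under 80%, at 10 µM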;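 also: anti alpha tubulin signal scored within the nucleus-defined area of each cell; some results filed as inactive read as strong as hits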
M17LAP inhibition = P. falciparum M17LAP inhibitors, primary screen, biochemical, fluorogenic H-Leu-NHMec substrate, 1536-well (AID 1619); one-dose inhibition, % at 30 µM; IC50 in µM for titrated hits; recombinant M17LAP, H-Leu-NHMec fluorogenic kinetic assay; higher % means a stronger effect; actives 0.38% (n = 220,000);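 active = compound inhibiting the enzyme by more than half at any dose during confirmatory dose-response retesting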;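 also: plate controls were full reaction with DMSO carrier for no effect and no enzyme background for full effect; strong numbers were not always called active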
T cell modulator = T cell immune modulation candidate; AID 2052; 2C CD8+ T cell-vesicle binding, flow cytometry; hits give low values; calls only at 7 µM; actives 0.068% (n = 330,000);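 active = response, share of CD8 T cells binding vesicles, and their 90th percentile fluorescence all below set limits, cut at about 80% in these data, passing the limit was not always enough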
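Also added: QL9-peptide-loaded Drosophila micro-vesicles bearing Ld, ICAM-1 and B7-1; Test system: purified 2C TCR transgenic mouse naive CD8+ T cells; Measured by: cytometric PE anti-B7-1 and Alexa647 anti-CD8 signals after 1% paraformaldehyde fixation; Timing: binding step 1.5 h, 37 °C, antibody labelling 20 min, ice.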
Dynein cargo inh = blocks dynein driven cargo transport along microtubules; 3617.4 mouse cells, GR-EGFP nuclear translocation imaging; test concentration mostly 20 µM; stimulated with dexamethasone, 1 µM; hits give low values; z-score, hits read low; actives 0.47% (n = 220,000); AID 1381;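 active = plate z-score of nuclear minus cytoplasmic receptor signal below a set negative limit, without overly bright fluorescence or cell loss, cut at about -3.5 in these data, passing the limit was not always enough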;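 also: z-score of nuclear minus cytoplasmic ring GR-EGFP intensity difference per well; some compounds called inactive have numbers as strong as hits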
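Buffer or medium: tet-free medium with charcoal-stripped serum / Also added: dexamethasone agonist, 1.0 µM final, for 30 min / Timing: induction 48 h, compound 1 h, agonist 30 min / Measured by: high-content fluorescence imaging after fixation / Read-out: nuclear-to-cytoplasmic GR-EGFP distribution per well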
bCat nuc transl = beta-catenin nuclear translocation modulation. HeLa beta-catenin nuclear translocation, immunofluorescence imaging. nuclear translocation activity, % at 5 µM. actives 0.3% (n = 190,000);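 active = nuclear translocation activity above 50% at 5 µM, with a well cell count of 50 or more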;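 also: per-cell ratio of nuclear to cytoplasmic median beta-catenin stain intensity; plate controls were DMSO negative control for no effect and GSK-3 inhibitor IX positive control for full effect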
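System: HeLa cells, endogenous beta-catenin; compound dosing: 5 µM primary single dose, 0.1% DMSO, 0.02–20 µM confirmation series; incubation: 24 h compound exposure at 37°C, 5% CO2; signal: beta-catenin immunofluorescence imaging with DAPI; evaluation: % activation, nuclear-to-cytoplasmic median beta-catenin signal ratio per cell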
P. falciparum M1AAP = P. falciparum M1AAP inhibitors, biochemical, fluorogenic H-Leu-NHMec substrate, 1536-well (AID 1445) | recombinant M1AAP, H-Leu-NHMec fluorogenic kinetic assay; higher % means a stronger effect | inhibition, % at 30 µM; hits with a dose series show IC50 in µM | actives 0.42% (n = 220,000);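 active = primary inhibition above the hit cutoff, then over 50% inhibition at one or more dose response concentrations, cut at about 23% in these data, passing the limit was not always enough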;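 also: plate controls were DMSO full reaction for no effect and no enzyme background for full effect; strong numbers were not always called active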
Yfh1-off respiration = enhancers of respiration in Yfh1-depleted yeast, dose response, Friedreich's ataxia, plus single-dose screen (AID 1465); S. cerevisiae Yfh1-off respiration, WST-1 reduction, 72 h; higher fold induction means a stronger effect; fold induction at 50 µM, or EC50 in µM where a hit was titrated; actives 0.074% (n = 220,000);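 active = fold induction of absorbance versus untreated yeast above a set limit, then at least 30% activation at any dose in follow-up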;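 also: activators that raise dye reduction in frataxin-depleted yeast; strong numbers were not always called active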
WT yeast gro inh = growth inhibition of WT yeast, mitochondrial fusion screen; mitochondrial fusion phenotypic screen, WT strain; actives 2.1% (n = 190,000); AID 1362; inhibition, % at 10 µM; in the data active = inhibition above about 58%; tested in S. cerevisiae
WT yeast gro inh mutant strain = further read-out of WT yeast gro inh, marked with its call; inhibition, %; mitochondrial fusion phenotypic screen, mutant strain inhibition
Dynein cargo inh cytoplasmic EGFP = recorded beside Dynein cargo inh, whose call it bears; z-score; measured here: cytoplasmic GR-EGFP intensity; hits give high values
Dynein cargo inh nuclear GR-EGFP = second read-out of Dynein cargo inh, no call of its own (marks repeat the call); z-score; measured here: nuclear GR-EGFP intensity;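 lower value marks the stronger effect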
Dynein cargo inh cell count = recorded beside Dynein cargo inh, whose call it bears; z-score; measured here: cell count per field
bCat nuc transl cell count 5 µM = second read-out of bCat nuc transl, no call of its own (marks repeat the call); cell count; measured here: cell count, cytotoxicity flag
T cell modulator vesicle-bound % = also measured in T cell modulator; calls as there; double positive events, %; measured here: CD8+ vesicle-bound cell fraction;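 binding gate set so that unloaded-vesicle control wells show 10% double positive cells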
MT stabilizer Hoechst-high % = second read-out of MT stabilizer, no call of its own (marks repeat the call); % Hoechst-high responders; measured here: nuclear condensation Hoechst responders;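 share of cells brighter than vehicle mean plus two SD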
MT stabilizer cytotoxicity % = recorded beside MT stabilizer, whose call it bears; toxicity, %; measured here: cytotoxicity by cell density;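 0% = mean cell density of plate MIN control wells and 100% = no cells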
Autophagy HCS cell loss 18 h = further read-out of Autophagy HCS, marked with its call; toxicity, %; measured here: cell loss, nuclei count;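 cell loss after 18 h compound exposure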
* hit, by the source's call; i = inactive; / = not tested or not shown; + = active, no number.

SMILES	Autophagy HCS	Autophagy HCS cell loss 18 h	MT stabilizer	MT stabilizer Hoechst-high %	MT stabilizer cytotoxicity %	M17LAP inhibition	T cell modulator	T cell modulator vesicle-bound %	Dynein cargo inh	Dynein cargo inh cytoplasmic EGFP	Dynein cargo inh nuclear GR-EGFP	Dynein cargo inh cell count	bCat nuc transl	bCat nuc transl cell count 5 µM	P. falciparum M1AAP	Yfh1-off respiration	WT yeast gro inh	WT yeast gro inh mutant strain
O=C1C(Cl)=C(N2CCCCC2)C(=O)N1Cc1ccccc1	i	11	1.9	2.2	1.0	11%	i	40	1.1	-0.18	0.86	-1.3	0.4	938	8%	i	25	11
Cc1ccc(C(=O)N2CCSCC2)cc1	i	5	1.9	1.2	8.3	-6%	i	49	0.64	-0.085	0.76	-0.81	/	/	1%	i	0	-11
O=S(=O)(Nc1ccc(-c2cn3c(n2)SCC3)cc1)c1cccs1	i	9	2.0	1.9	3.1	18%	i	64	0.46	-0.21	-0.012	-0.095	1.1	1067	6%	i	16	-8
Cc1nn(C)c(Oc2ccccc2)c1CCNC(=O)C(C)(C)C	i	-20	3.7	1.5	4.0	-3%	i	22	0.61	-0.26	0.42	-0.47	0.9	850	2%	i	-2	6
Cc1ccc(CNC(=O)CS(=O)Cc2nc(-c3ccccc3C)oc2C)cc1 (stereo unspecified)	i	4	2.3	3.3	1.7	6%	i	19	0.58	-0.22	0.55	-0.34	/	/	-2%	i	9	5
COCC(=O)Nc1ccccc1C(=O)Nc1ccc(OC)cc1	i	12	2.5	2.0	11	13%	i	30	0.038	1.8	0.48	-0.42	-2.1	929	1%	i	1	18
Cc1ccnc(N2C(=O)OC(C)(C)C2(C)O)c1 (stereo unspecified)	i	29	1.6	2.2	2.7	-1%	i	45	-0.16	-0.22	0.13	0.67	/	/	1%	i	-8	-4
CCn1ncc(NC(=O)Nc2cccc(C(F)(F)F)c2)c1C(N)=O	i	-6	1.1	1.8	19	14%	i	48	0.38	-0.3	0.55	1.1	-1.2	1146	5%	i	5	14
CCC(CC)c1nn2c(N)c(/C=C3\C(C)=Nc4ccccc43)c(=O)nc2s1	/	/	/	/	/	-17%	i	22	-1.2	-0.23	-0.23	0.89	-0.2	1366	5%	i	/	/
O=C(COC(=O)c1cc(S(=O)(=O)N2CCCCC2)ccc1Cl)NCc1ccco1	i	-5	2.3	2.0	4.8	2%	i	60	0.028	-0.12	0.62	-1.2	-1.5	1080	5%	i	-6	5
O=[N+]([O-])c1ccc(NC(=S)N2CCN(c3ccccc3)CC2)cc1	i	34	5.7	1.9	7.3	-3%	i	68	-0.64	-0.033	-0.49	0.0077	-1.3	1131	3%	/	-10	-5
O=C(/C=C/c1ccco1)NCCCN1CCN(CCCNC(=O)/C=C/c2ccco2)CC1	i	0	2.1	3.4	6.3	32%	i	24	-0.4	-0.29	-0.41	0.26	0.5	968	3%	i	7	-23
CCC(=O)Nc1c(C(=O)N2CCCCCC2)cnn1-c1ccc(C)c(C)c1	i	1	3.7	2.0	0.4	-8%	i	33	0.68	-0.24	0.23	-0.27	/	/	-3%	i	-12	0
Cc1ccc(O)c(C(=O)c2cc(C#N)c(=O)n(CC3CCCO3)c2)c1 (stereo unspecified)	i	16	4.7	0.4	6.6	28%	i	26	2.1	-0.13	1.9	-2.5	-0.9	1011	13%	i	19	-4
O=C(Nc1cccnc1)C1(c2ccc(Cl)cc2)CCCC1	i	2	2.0	1.2	7.1	-3%	i	31	0.4	0.24	0.62	-0.86	/	/	-5%	i	-11	-9

Results in T cell modulator vesicle-bound %, Autophagy HCS and WT yeast gro inh mutant strain, for some of the entries so far:
| molecule | T cell modulator vesicle-bound % | Autophagy HCS | WT yeast gro inh mutant strain |
| --- | --- | --- | --- |
| Cc1ccc(CNC(=O)CS(=O)Cc2nc(-c3ccccc3C)oc2C)cc1 (stereo unspecified) | 19 | i | 5 |
| COCC(=O)Nc1ccccc1C(=O)Nc1ccc(OC)cc1 | 30 | i | 18 |

The list continues:
SMILES	Autophagy HCS	Autophagy HCS cell loss 18 h	MT stabilizer	MT stabilizer Hoechst-high %	MT stabilizer cytotoxicity %	M17LAP inhibition	T cell modulator	T cell modulator vesicle-bound %	Dynein cargo inh	Dynein cargo inh cytoplasmic EGFP	Dynein cargo inh nuclear GR-EGFP	Dynein cargo inh cell count	bCat nuc transl	bCat nuc transl cell count 5 µM	P. falciparum M1AAP	Yfh1-off respiration	WT yeast gro inh	WT yeast gro inh mutant strain
CN(C(=S)NC(=O)C1(C)CC1(Cl)Cl)c1ccccc1 (stereo unspecified)	i	-20	1.6	0.8	3.8	-13%	i	29	0.65	-0.28	0.75	0.47	/	/	-2%	/	-4	2
Cc1ccnc(SCc2cn3c(C)cccc3n2)n1	i	13	3.0	1.2	5.8	2%	i	42	-0.04	0.12	0.035	0.39	0.2	1547	1%	i	-6	-1
CSc1nc(C)c(Cl)c(C)c1C#N	i	4	2.9	2.2	1.6	12%	i	46	-0.39	-0.18	0.36	0.95	0.6	1002	1%	i	-2	7
Cc1nc2nc(-c3ccccc3)cn2nc1C	i	-9	1.9	2.3	16	-42%	i	7	-0.64	-0.24	-0.077	1.3	-1.2	1073	4%	i	12	12
O=C(O)c1ccc(Sc2nnc(-c3cccc(Br)c3)o2)c([N+](=O)[O-])c1	i	-1	1.2	1.2	6.1	1%	i	39	-0.81	-0.31	-0.25	0.58	-1.3	1238	5%	i	-7	3
Cc1cc(Oc2ccc(OCC(N)=O)nn2)nc(Cl)n1	i	8	7.3	2.8	9.4	0%	i	59	-0.94	-0.33	-0.2	0.98	-1.3	1061	-3%	i	-7	15
COc1ccc(/C(N)=N/OC(=O)Cc2cccs2)cc1	i	-11	2.2	4.5	10	6%	i	18	-0.77	0.25	-0.77	1.2	4.7	549	3%	i	1	3
C[C@@H](CN1C2=NC[C@H](Cc3ccccc3)N2C[C@H]1Cc1ccc(O)cc1)NC(=O)CCC1CCCCC1	i	-1	5.1	1.2	12	-7%	i	23	-0.36	-0.21	0.16	-0.3	0.5	1049	5%	i	2	8
O=C(Nc1ccccc1Cl)N1C2CCC1CC(O)(c1cccnc1)C2 (stereo unspecified)	i	10	4.0	1.9	5.8	3%	i	56	-0.43	-0.35	-0.14	0.49	-0.4	1537	3%	i	-9	8
Cc1cccc(CCNC(=O)CC2C(=O)NCCN2CC2CCCCC2)n1 (stereo unspecified)	i	20	1.5	1.1	1.7	5%	i	53	-0.79	-0.28	-0.56	0.9	0.1	949	5%	i	13	14
Cc1ccc(C(=O)N/C(=C/c2cccnc2)C(=O)NCc2ccco2)cc1	i	1	2.2	2.0	11	9%	i	3	-0.12	1.2	0.43	-0.28	-0.5	1112	-1%	i	-4	2
Cc1ccc(S(=O)(=O)N(C)C)cc1NC(=O)COC(=O)CCC(=O)c1cccs1	i	-3	2.7	2.8	6.0	4%	i	31	-0.27	-0.35	0.37	0.028	-3.7	1170	3%	i	-10	-2
Cc1cccc(CS(=O)(=O)Cc2ccc(C(=O)NCc3cccs3)o2)c1	i	-8	2.3	1.9	5.6	-8%	i	19	-0.66	-0.33	-0.28	1.1	-0.7	1076	5%	i	-11	10
S=C(NCC1CCCO1)Nc1cc(Cl)c(Cl)cc1Cl (stereo unspecified)	i	-16	1.2	1.1	1.6	-4%	i	18	-0.87	-0.33	-0.35	1.2	-5.4	1133	3%	i	15	8
CCCCOC(=O)C1C2C=C[C@]3(CN(C(C)c4ccc(OC)cc4)C(=O)[C@H]13)O2 (stereo partly specified)	i	5	3.5	2.7	5.1	13%	i	52	-0.41	-0.18	0.24	0.052	5.2	1129	0%	i	0	-7
CCc1ccc(NC(=O)N(CCN(C)C)C(C)c2cccnc2)cc1 (stereo unspecified)	i	5	6.9	2.2	4.7	2%	i	46	2.4	-0.082	1.7	-0.74	/	/	1%	i	-7	-1
Cc1nc2c(c3c1[nH]c1ccccc13)C(O)CC(C)(C)C2 (stereo unspecified)	i	1	3.3	2.3	1.7	i	i	51	0.15	-0.25	0.18	0.18	-1.6	1034	22%	i	-4	-2
COc1ccc2c(c1OC)C(=O)OC2Nc1ncccc1C (stereo unspecified)	i	-18	3.9	1.7	4.6	-3%	i	34	0.18	-0.17	0.99	-0.19	-1.5	1417	2%	i	-5	-8
O=C(/C=C/c1c(Cl)nc2ccccn12)N1CCCCC1	i	0	1.7	1.0	8.5	18%	i	53	0.32	-0.029	0.4	-0.82	-3.9	1033	5%	i	-1	-7
NS(=O)(=O)c1ccc(NC(=S)N2CCC(O)CC2)cc1	i	-5	3.3	4.0	11	2%	i	20	-0.21	-0.31	0.36	-0.11	2.6	1016	8%	i	-12	6
O=C(CN1C(=O)c2cccc3cccc1c23)Nc1cccnc1	i	-5	2.8	1.1	6.4	2%	i	61	-0.5	0.0045	0.045	0.0061	0.1	1170	1%	i	-4	3
COc1ccccc1NC(=O)N1CCC(c2nc3cc(C)c(C)cc3[nH]2)CC1	+	63*	18*	54*	36*	1%	i	34	-0.2	-0.23	-0.088	0.0063	40	455	1%	i	0	-4
CCCc1nnc(SCC(=O)N2CCCCC2C)n1CCOC (stereo unspecified)	i	17	2.6	2.5	11	11%	i	41	3.1	-0.12	1.5	-0.6	-2.3	1091	6%	i	6	8

Outcome played no part in choosing rows; about 4.4% have a hit in one of these screens.
